Source: PubChem BioAssay (several laboratories)
AI-2 QS mod: modulators of Vibrio harveyi AI-2 quorum sensing system; actives 0.4% (n = 300,000); Vibrio harveyi JMH597 AI-2 luminescence/OD600 ratio, 9 h; hits give low values; strain lacks LuxN and CqsS sensors; 0 = neutral-control median; activity change, % at 7.5 µM; AID 2094; in the data active means activity change below about -75%, passing the limit was not always enough;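 further: luminescence divided by OD600 gain over 9 h not by final OD600 alone; inactives centre near 13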
HSP90 inh: inhibitors of HSP90 luciferase refolding in rabbit reticulocyte lysate; actives 0.91% (n = 290,000); luciferase refolding luminescence, 3 h; AID 1789; inhibition, % at 5.6 µM;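 active means inhibition above the screen-wide mean plus 3 SD, computed separately per campaign, cut at about 16% in these data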;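 further: 0% = DMSO wells and 100% = 60 µM geldanamycin wells; inhibitors lower the luminescence because luciferase stays unfolded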
GSK3A inh: human GSK-3 alpha kinase inhibition; ADP-Glo luminescence, 60 min; actives 0.1% (n = 320,000); inhibition, % at 10 µM;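 in the data active means inhibition above about 50%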;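 further: GST-tagged GSK-3 alpha with peptide substrate and 25 µM ATP; 0% = DMSO neutral wells and 100% = GW8510 positive control wells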
HSF1 inh: HSF1 inhibition; NIH3T3-HGL HSE-luciferase, MG132-induced, luminescence 8 h; hits give low values; activity change, negative = inhibition, % at 7.5 µM (by protocol); actives 0.77% (n = 300,000);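 active means more than half of replicate wells show activity change below -50%, luminescence cut by over half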;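 further: luciferase reports HSF-1 transcriptional activity via heat shock element; 0% = median of DMSO wells and -100% = zero luminescence signal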
Dyrk1A ADPGlo: Dyrk1A (rat) kinase inhibition | Q63470 | ADP-Glo luminescence, NFATc1 peptide | inhibition, % at 12.5 µM | actives 0.43% (n = 310,000) | AID 504441; in the data active means inhibition above about 50%;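 further: plate controls were vehicle with enzyme for no effect and no enzyme for full effect; many of its hits are not listed in these tables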
PolyA inh: yeast polyadenylation inhibition; calls only at 12 µM; actives 0.02% (n = 300,000); S. cerevisiae SKY197-pL101 polyadenylation reporter, beta-gal luminescence; efflux-impaired pdr1/pdr3 knockout yeast; score 100 = 6 SD above DMSO;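 active means lowest replicate activity score at least 50, where 100 means six control SD above control mean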;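 further: yeast exposed to compound for 9 h at 30 °C; higher score means more reporter readthrough which indicates perturbed polyadenylation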
HDAC3 inhib: inhibitors of human histone deacetylase 3; actives 0.15% (n = 320,000); O15379; recombinant HDAC3, fluorogenic peptide/trypsin coupled, fluorescence; inhibition, % at 8.3 µM; in the data active means inhibition above about 26%, passing the limit was not always enough
Target sequence (O15379 whole entry, looked up): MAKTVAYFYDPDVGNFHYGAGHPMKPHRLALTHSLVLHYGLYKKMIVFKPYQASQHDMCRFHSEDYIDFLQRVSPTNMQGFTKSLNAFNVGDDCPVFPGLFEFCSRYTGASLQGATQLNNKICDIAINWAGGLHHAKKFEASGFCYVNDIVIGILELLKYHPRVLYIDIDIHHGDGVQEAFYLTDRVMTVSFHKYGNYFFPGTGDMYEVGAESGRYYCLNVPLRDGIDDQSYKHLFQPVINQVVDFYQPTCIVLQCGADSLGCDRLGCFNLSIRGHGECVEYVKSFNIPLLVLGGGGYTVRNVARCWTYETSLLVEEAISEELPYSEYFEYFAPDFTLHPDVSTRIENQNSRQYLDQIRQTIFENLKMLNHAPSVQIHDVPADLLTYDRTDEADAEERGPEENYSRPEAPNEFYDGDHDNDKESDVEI
HSF1 activator: increases HSF-1 driven luciferase reporter signal; NIH3T3-HGL HSF-1 luciferase reporter, MG132, 8 h; 100% = twice DMSO control signal; activation, % at 9 µM; actives 1.7% (n = 300,000); AID 504408;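 active means mean replicate activation of at least 50% with a set share of replicates each reaching 50%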;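 further: 0% = median of the neutral control wells and 100% = twice that signal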
Platelet DG rel: platelet dense granule release activity; inhibition, %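 (compounds screened at 7.5 µM in platelet-rich plasma)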; actives 0.22% (n = 300,000); human platelet-rich plasma, SFLLRN dense granule ATP release, luminescence;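 active means mean replicate score, as percent of positive control, at or above 50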
GSK3B inh: inhibitors of human GSK3beta kinase | GST-GSK3beta kinase, ADP-Glo luminescence, 60 min; hits give low values | P49841 | actives 0.038% (n = 300,000) | activity score (negative = inhibition), % at 10 µM | AID 2097;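 active means more than half of replicate wells score below -50%, meaning over 50% inhibition versus plate controls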;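 further: 0% = median DMSO wells and -100% = median GW8510 positive control wells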
Target sequence (P49841 whole entry, looked up): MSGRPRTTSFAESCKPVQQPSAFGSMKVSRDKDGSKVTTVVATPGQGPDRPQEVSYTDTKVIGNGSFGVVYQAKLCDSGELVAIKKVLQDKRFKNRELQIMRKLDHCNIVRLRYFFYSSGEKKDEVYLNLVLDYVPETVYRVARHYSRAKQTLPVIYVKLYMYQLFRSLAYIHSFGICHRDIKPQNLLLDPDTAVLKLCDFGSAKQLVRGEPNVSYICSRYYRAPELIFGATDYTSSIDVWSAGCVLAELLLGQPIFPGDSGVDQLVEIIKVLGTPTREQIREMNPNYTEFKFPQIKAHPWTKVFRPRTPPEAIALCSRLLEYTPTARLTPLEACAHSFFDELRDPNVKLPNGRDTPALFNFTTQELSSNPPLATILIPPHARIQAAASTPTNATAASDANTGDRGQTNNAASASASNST
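Assay system: GST-fused GSK3beta enzyme, cell-free / Medium: Tris pH 7.5 buffer with MgCl2, DTT, BSA, heparin / Also added: peptide substrate plus 25 µM ATP (final) / Compound: 10 µM single point / Timing: kinase reaction with compound 60 min at room temperature / Detection: ADP-Glo luminescence / Benchmarks: DMSO neutral wells and GW8510 at 20 µM as positive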
* hit, by the source's call; i = inactive; · = no result given. Some of the compounds tested, so the mix of outcomes need not match the whole.

SMILES | AI-2 QS mod | HSP90 inh | GSK3A inh | HSF1 inh | Dyrk1A ADPGlo | PolyA inh | HDAC3 inhib | HSF1 activator | Platelet DG rel | GSK3B inh
CSc1nsc(SC)c1C(=O)Nc1ccc(Cl)cc1 | 37 | -2 | -1 | · | 11 | i | -2 | · | · | 1
NC(=O)c1ccc(NC(=O)COC(=O)c2cc(S(=O)(=O)N3CCOCC3)ccc2N2CCCCC2)cc1 | 30 | -1 | 2 | -8 | 5 | i | · | 1 | -1 | 4
O=c1c2ccsc2ncn1Cc1ccccc1F | · | -1 | 19 | · | 0 | · | 0 | · | · | ·
O=C(O)COc1cccc(NC(=O)c2ccccc2)c1 | 22 | -1 | 0 | -3 | -1 | i | -4 | -16 | 0 | 2
N#CC1(C#N)C(c2ccccc2)OC23CCCCCC2C1(C#N)C(=N)O3 (centres undefined) | 46 | -2 | 4 | 0 | 12 | i | -1 | 1 | 3 | 0
O=C(CS(=O)(=O)c1ccccc1)Nc1ncc([N+](=O)[O-])s1 | 9 | 0 | -4 | -4 | -2 | i | 0 | 3 | 8 | 2
CCOCc1[nH]c(=S)[nH]c(=O)c1Cc1ccc(OCC)cc1 | -42 | -2 | -1 | 3 | 4 | i | 1 | -4 | 5 | 5
Cc1cc(NCc2cccnc2)no1 | 18 | -2 | 1 | 2 | 14 | i | -2 | 6 | 7 | -1
Cc1sc(N)nc1-c1ccccc1 | 4 | -1 | 1 | -4 | · | i | -15 | 15 | 11 | 0
O=C(Nc1ccc(Cl)c(Cl)c1)N1CC=C(c2ccccc2)CC1 | 25 | -3 | 0 | 5 | -3 | i | 3 | 6 | -4 | 1
O=C(C1CCC(=O)N(C2CCCC2)C1)N1CCN(c2ccc(Cl)cc2)CC1 (centres undefined) | 14 | -4 | 0 | -8 | · | i | -4 | 2 | 8 | -1
O=C1NC[C@H](Cc2ccc(O)cc2)N(CC2CCCCC2)C1=O | -1 | · | 3 | -3 | 7 | i | -3 | -15 | -2 | -1
Cc1ccc(NC(=O)COC(=O)CCc2nc3ccccc3c(=O)[nH]2)c(Br)c1 | 20 | -2 | 1 | 1 | -6 | i | 3 | 2 | -5 | 0
Cn1c2c(c3cc([N+](=O)[O-])ccc31)CCCC2 | 0 | 2 | -2 | -5 | -2 | i | 0 | 10 | -4 | 0
Cc1cc(-c2n[nH]c(=S)n2/N=C/c2ccco2)n[nH]1 | 46 | -1 | 7 | 1 | 5 | i | 11 | -2 | 8 | -3
COc1ccc(NS(=O)(=O)c2cccc(C(=O)N/N=C(\C)c3ccncc3)c2)cc1 | 32 | 2 | -3 | -5 | 1 | · | 1 | 0 | 17 | 2
CCc1ccc2nc(SCC(=O)Nc3nnc(C)s3)c(C)cc2c1 | 34 | -9 | -2 | -2 | 3 | i | -2 | 4 | 1 | -7
O=C(c1ccc(CNc2c(N3CCCC3)c(=O)c2=O)cc1)N1CCc2ccccc2C1 | -1 | 3 | 1 | -2 | -1 | i | 5 | 2 | 14 | 2
Cc1ccnc(NC(=S)NC(=O)c2cccs2)c1 | 19 | -5 | 4 | -9 | 5 | i | -1 | -9 | 6 | -10
O=C1CS/C(=C/C(=O)c2ccccc2)N1 | 25 | 0 | -1 | -2 | 7 | i | 6 | -9 | 3 | 1
COC(=O)c1ccc2nc(NC(=O)CN3C(=O)CCC3=O)sc2c1 | 2 | 1 | 1 | 0 | 34 | i | -1 | 10 | -7 | 0
Nc1nc(NCc2ccccc2)nc(NCCO)c1[N+](=O)[O-] | 10 | -2 | 41 | 1 | · | i | 7 | 34 | 9 | -16
Cc1cc(C(=O)NCC(=O)OCC(=O)NCCc2ccccc2)ccc1[N+](=O)[O-] | -7 | -2 | 0 | 2 | · | i | -8 | -7 | 1 | -1
CCc1ccc(NC(=O)C(=O)N/N=C(\C)CC(=O)Nc2ccc(OC)cc2)cc1 | 17 | -1 | 1 | 1 | 1 | i | -1 | 14 | 0 | -1
Clc1cccc(-c2nc3nc4ccccc4nc3n2Cc2ccco2)c1 | -10 | 0 | 0 | 60 | -1 | i | 1 | 79* | 5 | -2
CCC(Cc1ccccc1)NC(=O)CN1C(=O)CSc2ncccc21 (centres undefined) | 14 | 0 | -2 | 0 | -4 | i | -2 | -2 | 0 | -2
[O-]/C(=C(\C(=S)NCc1ccccc1)[n+]1ccccc1)c1ccc(Cl)s1 | 25 | 0 | 7 | 10 | -1 | · | 2 | 7 | -1 | 4
S=C(c1ccc(-c2ccccc2Cl)o1)N1CCCCC1 | 6 | 0 | 0 | 22 | 3 | i | 1 | 38 | 0 | 2
CCOc1c2ccc(C(=O)NCc3ccc(C)cc3)cc2nn1CCOC | 17 | -2 | -3 | -2 | -13 | i | -28 | 3 | -2 | -1
CCCC[C@@H]1CNC(=S)N1CCc1cccc2ccccc12 | 11 | 3 | 0 | -42 | 11 | i | 3 | -54 | -1 | 1
COc1cc(/C=C(\C#N)c2nc3ccc(C)cc3[nH]2)c([N+](=O)[O-])cc1OC | 27 | 3 | -1 | 21 | -3 | i | 2 | 64* | 8 | -1
O=C(N/N=C/c1ccccn1)c1c[nH]c2ccccc12 | 15 | 4 | 11 | 14 | 22 | i | 6 | 25 | -15 | -6
O=C(NCc1cn2ccccc2n1)c1ccco1 | 31 | -1 | -1 | -3 | 3 | i | · | -8 | 0 | -1
COC(=O)CN(c1ccc(C)cc1)S(=O)(=O)c1ccc2c(c1)n(C)c(=O)c(=O)n2C | 18 | 0 | 0 | 0 | -6 | i | 4 | -19 | 14 | 1
COC(=O)c1cc2c(-c3ccccc3)cc3ccccn3c-2c1C(=O)OC | 13 | 0 | · | -7 | -6 | i | 7 | 23 | 0 | 0
COc1ccc(CNC(=O)CN2C(=O)NC(C)(c3ccc(C(C)(C)C)cc3)C2=O)cc1 (centres undefined) | -53 | 5 | -4 | -2 | · | i | -4 | -8 | 6 | 1
CCN1CCN(Cc2nc3c(c(=O)[nH]c(=O)n3C)n2Cc2ccccc2Cl)CC1 | 39 | 3 | -1 | -7 | 3 | i | 2 | 8 | 65* | 0
Cc1cccc(C)c1OCC(=O)OCC(=O)c1ccc2c(c1)NC(=O)CO2 | 3 | 2 | -6 | 1 | 15 | i | 3 | -7 | · | 2
NC(=O)[C@H](Cc1cc2ccccc2s1)NC(=O)[C@@H]1CC2(CC(c3cccc(NC(=O)[C@@H]4CCC(=O)N4)c3)=NO2)CN1C(=O)c1ccccc1 (some centres undefined) | 5 | 1 | 0 | -2 | -1 | i | -1 | -2 | 2 | 0
CCOc1cc(C(=O)N(CC)CC(=O)Nc2c(F)cccc2F)ccc1OCC(=O)N1CCCCC1 | 31 | · | -2 | 1 | 4 | i | -1 | 15 | -12 | 0
O=c1c2ccccc2c(=O)n2n1Cc1ccccc1C2 | 8 | -3 | 1 | 16 | 7 | i | 8 | 26 | 18 | 1
CCC/C(=N\NC(=O)c1cccc(C)c1)c1ccccc1 | 7 | -5 | 0 | 1 | -6 | i | 9 | 5 | 9 | -3
O=C(CSc1nncn1-c1ccccc1)Nc1c(F)cccc1F | 18 | -5 | -7 | -2 | 3 | i | 1 | 3 | 12 | 4
c1ccc(CCNC2=NCCCS2)cc1 | 12 | -4 | -6 | -4 | -1 | i | -3 | -4 | -7 | 5
CCOC(=O)C1CCCN(CC(=O)NC2=Nc3ccccc3N=C(C)C2c2ccccc2)C1 (centres undefined) | 22 | 1 | 2 | 8 | -4 | i | 6 | 9 | · | -1
COc1ccc(N(CC(=O)NCc2ccc(F)cc2)S(=O)(=O)c2c(C)noc2C)cc1 | 12 | -3 | 2 | 6 | -2 | i | 8 | 9 | -10 | 2
Cc1onc(-c2ccccc2)c1C(=O)NC(C)c1ccc2c(c1)OCO2 (centres undefined) | 33 | 0 | 2 | -1 | 3 | i | 0 | 7 | -3 | 3
CC(NC(=O)NC(=O)c1cccc(Cl)c1)c1ccccc1 (centres undefined) | 3 | 9 | 3 | -2 | -1 | i | · | -3 | -8 | 2
CN(CCO)c1ccc(-c2n[nH]c(=O)c3ccccc23)cc1[N+](=O)[O-] | 25 | 1 | 4 | 0 | 18 | i | -1 | 5 | 12 | -1
O=S(=O)(c1cccs1)N1CN(Cc2ccco2)c2nc3ccccc3nc21 | 12 | 2 | 7 | 13 | 8 | · | -7 | 6 | -2 | -1

Continued.
SMILES | AI-2 QS mod | HSP90 inh | GSK3A inh | HSF1 inh | Dyrk1A ADPGlo | PolyA inh | HDAC3 inhib | HSF1 activator | Platelet DG rel | GSK3B inh
CCSc1nnc([C@H](Cc2ccccc2)NC(=O)OC(C)(C)C)o1 | 22 | -1 | 1 | -6 | 8 | i | 7 | 5 | 2 | 3
CC(NC(=O)COC(=O)/C(=C/c1cccs1)c1cccs1)c1ccccc1 (centres undefined) | 20 | 3 | 0 | -3 | 1 | i | 15 | 6 | 3 | -5
CCCc1nc2oc(C(=O)OCC)c(N)c2c2c1COC(C)(C)C2 | 6 | 1 | 0 | -4 | -9 | i | -45 | -3 | 7 | -1
CCOC(=O)C(O)(CC(=O)c1ccc(Cl)cc1)C(=O)OCC | 3 | -1 | 1 | -11 | · | i | -5 | -8 | 2 | 0
COc1cc(S(=O)(=O)NCCCn2ccnc2)ccc1F | -3 | -7 | 0 | 6 | 20 | i | -5 | 7 | 4 | -3
O=C(NCCc1nc(-c2ccccc2Cl)no1)c1ccccc1 | 18 | · | 1 | 10 | 2 | i | -6 | 37 | -1 | -2
COc1ccc(OC)c(NC(=O)c2cccc3c2C(=O)N(C2CCCCC2)C3)c1 | 4 | -3 | 0 | -1 | 0 | · | -4 | -4 | -15 | -8
CSCCC(NC(=O)C1CCC(C)CC1)C(=O)NCCN1CCC(C)CC1 (centres undefined) | 9 | 1 | -3 | -5 | -3 | i | 4 | 1 | 9 | 1
CC(C)CNC(=O)COC(=O)c1cc(S(=O)(=O)N2CCCCC2)ccc1N1CCOCC1 | 18 | 0 | -1 | · | 11 | i | 9 | · | -1 | -3
Cc1c(N=NC2=C(O)CC(C)(C)CC2=O)cc2c(c1[N+](=O)[O-])C(C)(C)CC2(C)C | 12 | 0 | -1 | -5 | 1 | i | 1 | -3 | 14 | 2
Cc1cccc2c3c([nH]c12)CCN(C)C3 | 11 | 1 | 0 | -1 | 0 | i | -9 | -1 | -3 | -4
COc1cc([N+](=O)[O-])ccc1N1C(=O)C2C3C=CC(C4CC34)C2C1=O (centres undefined) | 9 | -2 | 0 | 1 | 3 | i | 3 | 11 | 4 | 3

3 records drawn at random from the list so far, as already listed:
SMILES | AI-2 QS mod | HSP90 inh | GSK3A inh | HSF1 inh | Dyrk1A ADPGlo | PolyA inh | HDAC3 inhib | HSF1 activator | Platelet DG rel | GSK3B inh
CC(NC(=O)COC(=O)/C(=C/c1cccs1)c1cccs1)c1ccccc1 (centres undefined) | 20 | 3 | 0 | -3 | 1 | i | 15 | 6 | 3 | -5
CSCCC(NC(=O)C1CCC(C)CC1)C(=O)NCCN1CCC(C)CC1 (centres undefined) | 9 | 1 | -3 | -5 | -3 | i | 4 | 1 | 9 | 1
COc1cc(S(=O)(=O)NCCCn2ccnc2)ccc1F | -3 | -7 | 0 | 6 | 20 | i | -5 | 7 | 4 | -3
